Screens deposited in PubChem by several laboratories.
M1 PAM – potentiates human M1 receptor response to acetylcholine; AID 588819; activation, % at 3 µM; P11229; hit rate 0.088% among 360,000; CHO-K1 hM1, Fluo-8 calcium fluorescence, ACh EC20; 0% = ACh EC20, 100% = maximal ACh; in the data active = activation above about 19%, passing the limit was not always enough
Target sequence (P11229 whole entry, looked up): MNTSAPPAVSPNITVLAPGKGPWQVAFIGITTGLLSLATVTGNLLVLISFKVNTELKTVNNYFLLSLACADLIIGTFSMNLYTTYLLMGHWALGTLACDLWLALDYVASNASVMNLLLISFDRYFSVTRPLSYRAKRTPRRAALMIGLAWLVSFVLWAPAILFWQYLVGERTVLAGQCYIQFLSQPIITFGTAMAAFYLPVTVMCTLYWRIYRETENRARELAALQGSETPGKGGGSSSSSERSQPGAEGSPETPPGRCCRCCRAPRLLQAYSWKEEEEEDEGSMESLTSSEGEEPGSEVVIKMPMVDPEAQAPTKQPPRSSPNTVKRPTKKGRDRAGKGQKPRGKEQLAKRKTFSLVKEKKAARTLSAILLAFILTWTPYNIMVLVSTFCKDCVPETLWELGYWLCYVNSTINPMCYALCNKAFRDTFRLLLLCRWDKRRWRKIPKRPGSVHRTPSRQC
CHRM4 agonist – agonists of human muscarinic M4 receptor (CHRM4) | CHO-K1 hM4/Gqi5, Fluo-8 calcium fluorescence; vehicle 0%, full acetylcholine response 100% | activation, % at 3 µM | hit rate 0.14% among 360,000;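 active = activation above the run mean over all test wells plus 3 SD, cut at about 32% in these data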;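 note: peak over basal fluorescence ratio per well then scaled between controls; 0% = DMSO wells and 100% = acetylcholine at EC100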
Target sequence (P08173 whole entry, looked up): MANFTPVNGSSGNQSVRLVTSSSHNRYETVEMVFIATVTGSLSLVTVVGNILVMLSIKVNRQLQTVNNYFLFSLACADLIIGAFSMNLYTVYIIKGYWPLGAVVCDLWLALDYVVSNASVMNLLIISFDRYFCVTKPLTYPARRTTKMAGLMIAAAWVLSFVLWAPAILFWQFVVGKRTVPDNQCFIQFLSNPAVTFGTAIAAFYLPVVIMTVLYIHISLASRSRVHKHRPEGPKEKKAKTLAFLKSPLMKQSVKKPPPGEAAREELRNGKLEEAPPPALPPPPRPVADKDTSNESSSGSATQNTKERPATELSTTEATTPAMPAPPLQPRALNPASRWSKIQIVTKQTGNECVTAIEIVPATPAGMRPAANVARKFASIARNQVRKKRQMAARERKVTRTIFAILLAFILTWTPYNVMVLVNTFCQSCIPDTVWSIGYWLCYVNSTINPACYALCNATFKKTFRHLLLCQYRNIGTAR
M4 antag – blocks acetylcholine activation of human M4 receptor | P08173 | CHO-hM4 cells, ACh EC80, Fluo-8 calcium fluorescence | inhibition, % at 3 µM | hit rate 0.73% among 360,000;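 active = inhibition above its plate's cutoff, the mean inhibition of sample wells plus 3 SD, cut at about 27% in these data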;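 note: 0% = acetylcholine EC80 with DMSO and 100% = DMSO without agonist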
M5 ag – agonists of human muscarinic M5 receptor (CHRM5) | P08912 | CHO-K1 hM5 cells, Fluo-8 calcium fluorescence; 0% DMSO wells, 100% maximal acetylcholine response | activation, % at 3 µM | hit rate 0.19% among 360,000;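 active = activation above the run's mean over test compounds plus 3 SD, cut at about 23% in these data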;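 note: signal is peak over basal fluorescence ratio across the kinetic read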
CHRM5 antagonist – antagonists of human muscarinic M5 receptor (CHRM5); P08912; CHO-hM5 cells, Fluo-8 calcium fluorescence, ACh EC80; inhibition, % at 3 µM; hit rate 0.59% among 360,000;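 active = inhibition above a per-plate cutoff, the mean of that plate's test compounds plus 3 SD, cut at about 27% in these data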;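 note: 0% = acetylcholine EC80 with DMSO and 100% = DMSO without agonist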
CRFR2-BP antag – antagonists of CRF-binding protein/CRF-R2 receptor complex | HEK293 CRF-R2/CRF-BP, CRF-induced calcium fluorescence | hit rate 0.59% among 350,000 | inhibition, % at 11.8 µM;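 active = inhibition of the ligand-induced calcium signal above about 50% at the single tested concentration, limit read from the data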
M5 PAM – positive allosteric modulators of human muscarinic M5 receptor; hit rate 0.3% among 360,000; activation, % at 3 µM; CHO-K1 hM5, Fluo-8 calcium, ACh EC20 PAM; 0% = ACh EC20, 100% = ACh EC100;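 active = activation above the run cutoff, the mean activation of all test compounds plus 3 SD, cut at about 18% in these data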
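Probe or stimulus: acetylcholine, EC20 level; Assay system: human M5 receptor in CHO-K1 cells; Schedule: compound preincubation 140 s before EC20 acetylcholine addition; Technique: intracellular calcium via Fluo-8 fluorescence; Dosing: single-point, 3 µM nominal; Read-out basis: percent activation from peak-over-basal fluorescence ratio, scaled EC20-to-EC100 acetylcholine; Repeats: one well per compound, no replicates.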
CRFR2-BP ag – CRF-BP/CRF-R2 complex agonism; HEK293 CRF-R2/CRF-BP, calcium dye fluorescence (FLIPR); percent of saturating CRF peptide response; activation, % at 13.2 µM; hit rate 0.46% among 350,000;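 active = activation of at least 50%, plus an integration ratio under a set limit after plate pattern correction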;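 note: plate controls were neutral control wells without compound for no effect and CRF at EC100 for full effect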
CHRM4 PAM – CHRM4 positive allosteric modulation; P08173; CHO-K1 hM4/Gqi5, Fluo-8 calcium fluorescence, ACh EC20; 0% = ACh EC20, 100% = maximal ACh; activation, % at 3 µM; hit rate 0.4% among 360,000;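 active = activation above its plate's cutoff, the mean activation of sample wells plus 3 SD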; note: some results filed as inactive read as strong as hits
Starred values were filed as active, the others as inactive; . = not tested or not shown.

SMILES	M1 PAM	CHRM4 agonist	M4 antag	M5 ag	CHRM5 antagonist	CRFR2-BP antag	M5 PAM	CRFR2-BP ag	CHRM4 PAM
Cc1ccc(C(C(=O)NC(C)(C)C)N(Cc2cccs2)C(=O)c2ccc3c(c2)OCCO3)cc1 (configuration not stated)	-6.0	6.1	-20.3	-4.0	-6.4	1.5	1.9	-1.0	4.8
COC(=O)c1ccc(NC(=O)c2ccc(CN3CCOCC3)cc2)cc1	0.2	5.9	-6.7	2.4	-3.7	-8.9	-5.4	1.4	-9.2
Cc1ccccc1NC(=O)c1cccc(NC(=O)c2ccco2)c1	8.6	1.6	-10.8	7.0	-1.6	2.1	-5.1	-0.7	-3.6
CC(C)c1ccc([C@@H]2O[C@H](CCc3ccccc3)CC3=C2C(=O)OC(C)(C)O3)cc1	.	-1.3	1.4	1.8	3.1	.	-6.0	.	-6.5
N=C1C(c2nc3ccccc3[nH]2)=C(O)CN1c1ccc(F)cc1	6.3	1.2	2.9	-2.6	-6.8	-9.0	1.9	1.8	3.0
OC(COc1ccccc1)Cn1cc(Br)cn1 (configuration not stated)	3.8	1.4	3.7	-6.7	3.5	12.1	-13.4	1.3	-5.3
O=C(CSc1ncnc2c1oc1ccccc12)Nc1cccc(Cl)c1	4.3	0.4	-7.5	-1.5	-6.7	8.2	1.2	1.0	7.1
CC(C)=C(NC(=O)c1ccco1)C(=O)NCCc1nc2ccccc2[nH]1	2.3	0.6	0.5	-1.9	-2.6	20.6	-0.8	-0.6	2.0
CC(C)(C)NC(=O)CSc1nnc(NC(=O)c2ccccc2Cl)s1	9.2	0.6	-6.9	2.5	-9.3	-10.4	1.8	0.9	5.4
O=C1CCC([N+](=O)[O-])C(c2cc3c(cc2Cl)OCO3)N1 (configuration not stated)	7.1	0.8	-3.8	-0.9	2.6	9.9	-3.4	-0.8	-1.6
S=c1nc(C2COc3ccccc3O2)[nH][nH]1 (configuration not stated)	16.7	0.3	-1.1	-0.3	0.8	12.8	0.7	-5.4	1.6
COc1ccc(S(=O)(=O)N2CC(O)CC2C(=O)Nc2cccnc2)cc1 (configuration not stated)	3.5	0.6	-8.7	5.6	-5.8	-2.0	0.8	3.5	2.7
c1ccc(Cc2nc3ccccc3[nH]2)cc1	10.2	1.0	-5.0	-0.3	-4.0	3.5	-4.2	1.2	-3.0
CC1CCCC(C(=O)OCc2ccccc2)N1 (configuration not stated)	3.8	1.6	-13.2	-4.4	-10.1	1.6	6.5	-0.4	8.2
C=CCc1cc(C=O)cc(OCC)c1O	10.0	0.8	0.0	-0.7	-2.5	32.9	4.4	-5.4	2.9
COc1ccccc1NS(=O)(=O)c1cccc(C(=O)N2CCCCCC2)c1	0.9	2.0	-2.9	2.9	-2.8	6.2	-0.1	-1.0	2.0
CC[C@H](C)Cc1cn([C@@H](CCCN=C(NC(=O)OC(C)(C)C)NC(=O)OC(C)(C)C)C(=O)NCCCCCCCCCCC(=O)N2CCN(C(=O)OC(C)(C)C)CC2)nn1	-27.0	1.2	35.7*	-10.8	6.2	9.1	-5.5	-1.0	-13.8
CN1CCN(CC(O)COC(c2ccc(Cl)cc2)c2ccc(Cl)cc2)CC1 (configuration not stated)	-6.2	7.7	-0.1	-1.2	-0.9	-27.4	1.5	1.4	1.1
COc1ccc(NC(=O)CCSCCc2ccccn2)cc1OC	0.6	2.0	-9.7	1.3	1.3	-0.2	0.4	0.8	6.3
O=[N+]([O-])/C=C/c1cn(Cc2ccccc2)c2ccccc12	9.8	0.6	-20.3	-1.1	19.1	-22.4	8.5	-0.7	16.3
COc1ccc(CCNC(=O)Nc2ccc3c(c2)c(=O)n(C)n3C)cc1OC	-2.7	1.5	5.3	0.7	1.4	.	-1.4	.	-0.2
CCc1noc(C)c1C(=O)OCC(=O)c1ccc(OC)c(OC)c1	5.1	1.3	10.4	-2.6	3.7	-12.0	-5.2	0.9	-2.3
O=C(NC(=S)Nc1ccccc1Cl)c1csnn1	-2.9	-0.9	-2.3	-2.7	-4.2	-1.0	3.4	0.6	5.4
Cc1cccc(NC(=O)CCc2ccccc2)c1	3.5	1.9	-4.8	-5.2	7.0	7.7	-8.9	-1.8	4.9
Cc1cc(C)c(S(=O)(=O)N/N=C/c2ccc3c(c2)OCO3)c(C)c1	-7.3	-0.1	-0.7	-4.0	10.5	3.1	-7.2	0.2	4.6
O=S1(=O)C=C(Oc2ccc3ccccc3c2)c2ccccc21	5.1	0.9	-7.3	-2.3	1.3	-7.9	-13.0	1.2	-5.3
O=C1c2ccccc2C(=O)N1CC1CCCO1 (configuration not stated)	3.9	2.1	-8.8	-1.8	2.8	21.9	1.2	5.9	8.8
Cc1cccc(C(C)C)c1NC(=O)c1cccnc1	-0.5	-0.2	6.7	2.2	-1.7	12.1	-2.3	-0.7	-2.9
NC(=O)c1ccsc1NC(=O)COC(=O)COc1ccccc1[N+](=O)[O-]	-5.8	19.9	0.7	8.0	10.4	25.7	-18.4	-0.7	-6.1
CCCN(CC(=O)Nc1ccccc1OC)C(=O)c1ccc(COc2ccccc2)o1	-6.5	15.6	5.5	5.2	3.6	1.5	-8.3	-0.4	-5.8
Cn1ccnc1C(=O)c1ccccc1Cl	2.7	0.9	8.2	-2.2	22.6	-2.8	-2.8	-0.7	-3.9
Cc1ccc(C(C)C)cc1OCCN1CCCC1	-25.9	0.7	9.9	-7.9	14.3	-29.5	-19.1	-0.3	-16.4
COCCN(C(=O)COC(=O)CCSc1ccc(F)cc1)c1c(N)n(Cc2ccccc2)c(=O)[nH]c1=O	10.4	0.5	-7.1	1.5	2.8	-1.3	-2.5	-0.9	7.2
COc1ccc(C(NC(=O)c2ccc(F)cc2)c2ccccc2)cc1 (configuration not stated)	4.1	-0.2	10.6	-2.4	1.3	41.4	0.9	-1.1	4.9
O=C(O)C1CC1C(=O)Nc1nc2c(Cl)cccc2s1 (configuration not stated)	2.1	0.2	5.8	-0.7	3.8	1.3	-1.1	-0.7	-1.0
CCOC(=O)c1nn(-c2ccccc2)c2nnc(Cc3ccc(Cl)cc3)c(=O)n12	7.8	4.2	-9.0	-2.7	16.7	5.6	-9.6	1.3	1.4
C=CCNC(=O)c1c2c(nc3ccccc13)-c1ccccc1CC2	-10.4	13.5	4.2	-0.1	9.4	1.4	-11.1	-1.0	-14.7
CCC1CN(C(=O)N2CCC(C(=O)NCc3ccco3)CC2)c2cc(C)ccc2O1 (configuration not stated)	-2.8	16.8	7.9	2.3	12.2	-0.7	-8.8	-1.2	-11.0
Cc1ccc([N+](=O)[O-])cc1S(=O)(=O)NCCc1cn2ccccc2n1	4.1	0.6	4.3	-0.9	6.5	5.7	0.8	-1.1	-1.3
O=[N+]([O-])c1ccccc1S(=O)(=O)N1CCN(Cc2ccc3c(c2)OCO3)CC1	-2.6	1.3	-0.6	-4.7	-5.9	36.1	2.0	-2.1	-3.4
O=c1cc(CN2CCN(c3ccccc3)CC2)nc2scc(-c3ccccc3)n12	0.0	3.1	-12.5	-1.6	-1.7	21.5	1.4	-1.8	4.3
Cc1sc2nc(SCC(=O)N3CCN(CCO)CC3)n(-c3ccccc3)c(=O)c2c1C	1.5	-0.3	-1.5	2.5	-1.6	11.8	1.0	-1.4	3.4
NS(=O)(=O)c1ccc(N/N=C/c2ccc[nH]2)c([N+](=O)[O-])c1	12.0	3.5	5.3	2.9	-2.8	21.9	-3.2	-0.1	-12.4
CN1/C(=C/C=N/n2cnnc2)C(C)(C)c2ccccc21	-2.7	2.1	-2.4	0.1	4.1	-0.2	-1.6	-0.6	3.5
CCOc1ccc(NC(=O)CCN2CCN(S(=O)(=O)c3ccc(F)cc3)CC2)cc1	-0.5	3.9	1.6	-0.2	9.0	8.9	-4.5	-1.0	-6.3

For reference, 5 of the compounds above.
SMILES	M1 PAM	CHRM4 agonist	M4 antag	M5 ag	CHRM5 antagonist	CRFR2-BP antag	M5 PAM	CRFR2-BP ag	CHRM4 PAM
O=C(O)C1CC1C(=O)Nc1nc2c(Cl)cccc2s1 (configuration not stated)	2.1	0.2	5.8	-0.7	3.8	1.3	-1.1	-0.7	-1.0
CCOC(=O)c1nn(-c2ccccc2)c2nnc(Cc3ccc(Cl)cc3)c(=O)n12	7.8	4.2	-9.0	-2.7	16.7	5.6	-9.6	1.3	1.4
C=CCNC(=O)c1c2c(nc3ccccc13)-c1ccccc1CC2	-10.4	13.5	4.2	-0.1	9.4	1.4	-11.1	-1.0	-14.7
CCC1CN(C(=O)N2CCC(C(=O)NCc3ccco3)CC2)c2cc(C)ccc2O1 (configuration not stated)	-2.8	16.8	7.9	2.3	12.2	-0.7	-8.8	-1.2	-11.0
Cc1ccc([N+](=O)[O-])cc1S(=O)(=O)NCCc1cn2ccccc2n1	4.1	0.6	4.3	-0.9	6.5	5.7	0.8	-1.1	-1.3

Continuation:
SMILES	M1 PAM	CHRM4 agonist	M4 antag	M5 ag	CHRM5 antagonist	CRFR2-BP antag	M5 PAM	CRFR2-BP ag	CHRM4 PAM
CCn1c(C)c(C)c2cc(C(=O)NCCN3CCCCCC3)ccc21	-6.9	-0.6	9.2	-9.1	21.1	-7.8	-5.2	0.5	-12.0
COc1cc(-c2noc(C3CCCN(C(=O)c4c(F)cccc4F)C3)n2)cc(OC)c1OC (configuration not stated)	7.2	4.0	-6.6	2.0	9.4	13.2	-2.2	-0.3	-1.3
O=C(CCN=C1NS(=O)(=O)c2ccccc21)OCc1c(F)c(F)c(F)c(F)c1F	5.7	1.5	-3.5	3.0	8.7	3.8	-1.8	0.0	5.1
Cc1ccc(NC(=O)N2CCCC2C(=O)Nc2c(C)cc(C)cc2C)cc1 (configuration not stated)	-2.6	0.3	5.3	-1.8	5.7	2.8	2.8	-0.3	-5.3
NS(=O)(=O)c1ccc(-c2ccc(C=C3C(=O)c4ccccc4C3=O)o2)cc1	3.2	0.0	-17.2	0.8	1.5	9.8	4.6	-0.4	17.7
O=C(O)C1CCCCC1C(=O)Nc1ccccc1Cl (configuration not stated)	11.6	-0.2	2.0	-6.6	-6.2	8.8	-0.5	0.5	1.4
CC(C)COc1ccc(N)cc1OCC(C)C	6.5	-0.1	2.7	-1.6	7.7	-22.2	-7.6	-5.2	3.5
Cc1ccc(S(=O)(=O)Nc2c(C)n(C)n(-c3ccccc3)c2=O)cc1C(=O)OCC(=O)N1CCCC(C)C1 (configuration not stated)	8.5	1.7	-2.9	-2.4	3.3	3.3	5.9	1.2	8.0
Cc1cc(C)c2c3c(cn2n1)c(=O)n(C)c(=O)n3C	0.7	0.6	-0.5	-0.9	1.8	3.4	0.7	1.4	-2.1
COc1ccc(CNC(=O)Cc2cn(C)c3ccccc23)c(OC)c1	11.3	6.7	-3.0	-2.2	6.0	0.2	-1.5	-0.2	-3.5
CCN(C(=O)N(CC)c1ccccc1)c1ccccc1	-1.2	-1.1	2.6	-3.1	3.7	27.8	-0.1	-1.0	-0.6
NC(=O)Cn1cc(/C=N\NS(=O)(=O)c2ccc(Cl)cc2)c2ccccc21	14.4	-0.2	14.2	-1.5	11.1	-0.8	-1.7	0.5	1.0
Clc1cccc(OCCCCN2CCCCC2)c1	-17.4	3.0	20.0	-21.2	-4.0	-0.1	-14.4	0.3	-12.9
